Screening data from PubChem BioAssay.
FUS suppressor – FUS proteinopathy suppression in yeast | S. cerevisiae FUS-expressing, growth rescue, OD600, 24 h | Potency, µM (highest dose often 76.6 µM), without a hit: top-dose growth rescue (activation), actives largely listed as activators | actives 0.24% (n = 390,000) | AID 1347120;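 further: potency means the concentration at half of the fitted maximal effect; plate controls were DMSO vehicle for no effect and reference control for full effect; nearly all actives have a fitted effect of over 55% in size; some results filed as inactive show a strong effect at the top dose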
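Yeast FUS proteinopathy model; galactose-induced FUS (2%), starting OD 0.005. Cpds in dilution series, 24hr, 30C, 99% humidity. Abs 600 nm growth. Pos ctrl CP55940 (top 92uM final); neg ctrl DMSO.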
PTHR1 agonist – PTHR1 (human) receptor agonism; Q03431; HEK293 GP2 PTHR1 cells, GloSensor cAMP luminescence, 1 h; Potency, µM (doses to about 115 µM), for the others: top-dose activation, actives largely listed as activators; actives 0.075% (n = 410,000); further: potency means the concentration at half of the fitted maximal effect; nearly all actives have a fitted effect of over 55% in size; some results filed as inactive show a strong effect at the top dose; inactives centre near -15; many of its hits are not listed in these tables
Target sequence (Q03431 whole entry, looked up): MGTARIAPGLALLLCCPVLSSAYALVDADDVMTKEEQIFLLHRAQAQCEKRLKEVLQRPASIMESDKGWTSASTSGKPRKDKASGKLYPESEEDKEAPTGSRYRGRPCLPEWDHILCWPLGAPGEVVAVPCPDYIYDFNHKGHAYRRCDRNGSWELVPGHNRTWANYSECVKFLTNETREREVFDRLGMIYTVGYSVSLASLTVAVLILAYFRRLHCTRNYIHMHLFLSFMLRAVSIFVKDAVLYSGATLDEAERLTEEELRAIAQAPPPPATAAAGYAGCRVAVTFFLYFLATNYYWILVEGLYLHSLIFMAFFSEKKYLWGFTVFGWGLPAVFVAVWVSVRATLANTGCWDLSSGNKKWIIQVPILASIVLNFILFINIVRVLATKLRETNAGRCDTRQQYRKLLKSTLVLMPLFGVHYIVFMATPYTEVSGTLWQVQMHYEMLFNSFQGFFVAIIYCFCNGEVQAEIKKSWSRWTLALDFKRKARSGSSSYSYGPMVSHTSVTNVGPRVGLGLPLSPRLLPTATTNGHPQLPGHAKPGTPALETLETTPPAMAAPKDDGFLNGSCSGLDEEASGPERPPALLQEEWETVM
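HEK-293-derived GP2 cells expressing PTHR1 and a GloSensor cAMP reporter, 3,000/well, plated overnight, given luciferin plus IBMX (each 0.5 mM as added) for 1 h at 37 °C, then compound for 1 h at 37 °C. Luminescence was read after 15 min at room temperature.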
GLP1R inv ag – GLP-1 receptor (human) inverse agonism; P43220; HEK293 GLP-1R CRE-luciferase, luminescence, 24 h; GLP-1R form is constitutively active; Potency, µM (doses to about 38.3 µM), without a hit: at the top dose activity change, negative = inhibition, hits mostly inhibitors; actives 1.6% (n = 410,000); AID 624417; further: potency means the concentration at half of the fitted maximal effect; on the % scale 0 is the no-effect control and ±100 the full control effect; nearly all actives have a fitted effect of over 55% in size
Target sequence (P43220 whole entry, looked up): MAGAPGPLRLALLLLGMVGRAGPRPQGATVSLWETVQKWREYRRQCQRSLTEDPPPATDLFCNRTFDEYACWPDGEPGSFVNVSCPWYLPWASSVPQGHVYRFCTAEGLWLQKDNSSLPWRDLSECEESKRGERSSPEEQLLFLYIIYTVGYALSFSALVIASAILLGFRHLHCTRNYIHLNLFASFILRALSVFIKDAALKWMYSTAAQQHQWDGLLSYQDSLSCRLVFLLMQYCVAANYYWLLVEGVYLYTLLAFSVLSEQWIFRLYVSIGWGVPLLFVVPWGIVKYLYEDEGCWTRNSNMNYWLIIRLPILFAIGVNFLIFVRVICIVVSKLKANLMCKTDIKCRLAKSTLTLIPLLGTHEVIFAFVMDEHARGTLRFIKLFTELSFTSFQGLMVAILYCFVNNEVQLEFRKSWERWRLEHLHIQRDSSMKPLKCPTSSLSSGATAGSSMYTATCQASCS
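Constitutively active GLP-1R drives a cAMP-responsive luciferase in stably transfected HEK293 cells; test compounds are added after overnight (12 h) attachment and left 24 hr, and signal loss in luminescence marks inhibition.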
MmCpn inh – blocks the Methanococcus maripaludis chaperonin Mm-Cpn; purified Mm-Cpn ATPase, ADP Transcreener TR-FRET; Potency, µM (doses to about 76.9 µM), without a hit: at the top dose activity, negative = inhibition, most hits filed as inhibitors; actives 0.031% (n = 330,000); AID 504842; further: potency means the concentration at half of the fitted maximal effect; on the % scale 0 is the no-effect control and ±100 the full control effect; nearly all actives have a fitted effect of over 80% in size
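TR-FRET (320 nm excitation; 590 and 665 nm emission) reports ADP made from 10 uM ATP by 25 nM enzyme; compounds were preincubated 10 min, reaction run 30 min, both at 37°C.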
Abeta rescue – compounds reversing amyloid beta toxicity in yeast; actives 0.063% (n = 410,000); Potency, µM (highest dose often 46.1 µM), for inactives: top-dose growth rescue, hits mostly activators; yeast expressing A-beta42, growth rescue, OD600, 48 h; response scale: 0% DMSO, 100% iron-clioquinol control; AID 1347071; further: potency means the concentration at half of the fitted maximal effect; nearly all actives have a fitted effect of over 55% in size
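Growth rescue measured by 600 nm absorbance after 48 h yeast culture at 30 C with compound. Values normalized between DMSO and an equimolar ferric chloride plus clioquinol control.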
Akt phos inh – inhibitors of Akt phosphorylation | activity change, % for hits at 50 µM | actives 0.32% (n = 360,000) | Neuro2A IGF-stimulated pAkt S473 HTRF, 20 min; hits give low values; in the data active means activity change below about -80%; inconclusive means mostly about -51% to -80%; further: on the % scale 0 is the no-effect control and ±100 the full control effect
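Neuro2A cells in DMEM with 0.5% FBS, overnight at 37 deg C, given compound at single 50 µM final, then IGF (6 nM final) for 20 min at 37 deg C. Lysed; phospho-Akt Ser473 by HTRF after 24 h, 665/615 ratio.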
TDP43 rescue – inhibitors of TDP-43 toxicity in yeast; actives 1.8% (n = 410,000); AID 652104; Potency, µM (series often up to 46.1 µM), inactives show top-dose growth rescue (activation), most hits filed as activators; TDP-43 expressing yeast growth rescue, BacTiter-Glo, 24 h; further: potency means the concentration at half of the fitted maximal effect; % of control where 0% means no effect; nearly all actives have a fitted effect of over 50% in size
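Yeast expressing TDP-43 (pregrown in raffinose, seeded at OD600=0.02 in galactose medium) exposed to compounds 24 hr at 30 deg C. Growth read by BacTiter-Glo luminescence; rescue of toxicity appears as increased signal.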
aSyn rescue – alpha-synuclein toxicity inhibition in yeast. actives 0.14% (n = 370,000). AID 652106. Potency, µM (top dose mostly 46.1 µM), for the others: top-dose growth rescue (activation), usual class: activators. Yeast expressing alpha-synuclein, growth rescue, BacTiter-Glo, 24 h; further: potency means the concentration at half of the fitted maximal effect; % of control where 0% means no effect; nearly all actives have a fitted effect of over 65% in size
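Screening used galactose-induced yeast with toxic alpha-synuclein levels, exposed to compound for 24 hr at 30 deg C. Cell growth, read with BacTiter-Glo luminescence, gave the measured signal.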
GLP1R cytotox – cytotoxicity counter-screen for GLP-1 receptor inverse agonists | actives 0.13% (n = 410,000) | HEK293 cAMP-luciferase reporter cells, luminescence, 24 h | Potency, µM (titrated, usually from 38.3 µM), inactives show at the highest dose activity change, negative = inhibition, hits mostly inhibitors;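 further: loss of luciferase light is scored as toxicity; potency means the concentration at half of the fitted maximal effect; on the % scale 0 is the no-effect control and ±100 the full control effect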
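Step one: seed cells (200 cells/uL, DMEM with 10% Nu serum, 1% pen-strep). Step two: 12-hour incubation at 37 deg C. Step three: pin 23 nL compound, incubate 24 hr. Step four: add luciferase reagent, read luminescence 12 min later.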
* marks the source's active call; other numbers are inactive results; i = inactive; ? = inconclusive; . = no result given; [ ] = dose if it differs, or a comment. Unless noted, the call rests on the fitted dose curve; in most records, active means well fitted curve in the direction sought with a large enough effect; inconclusive means small, poorly fitted or top-dose-only effect, or another doubt; inactive means no such curve, though single readings can be large; an effect the other way counts as inactive or inconclusive. Some of the compounds tested, so the mix of outcomes need not match the whole.

Values in the order – FUS suppressor	PTHR1 agonist	GLP1R inv ag	MmCpn inh	Abeta rescue	Akt phos inh	TDP43 rescue	aSyn rescue	GLP1R cytotox
COc1ccc(S(=O)(=O)N2CCOCC2)cc1NC(=O)c1ccc2c(c1)OCCO2
→ 19.1%	i	2.8%[7.66 µM]	1.8%	27.8%	i	21.8%	-0.5%	-0.2%[7.66 µM]
C#Cc1cccc(Nc2nc(NCCOC)nc3ccsc23)c1
→ -9.3%	-3.3%	1.5%	.	-11.7%	i	14.4%	-3.6%	-6.4%
Cn1c(N)nc2nc(CCc3ccccc3)c(=O)[nH]c2c1=O
→ 34.8%	-3.9%	-12.3%	?	-1.9%	i	-20.6%	-10.4%	213.1%[activator]
COc1c(O)ccc(/C=C(\C#N)c2nc3ccccc3[nH]2)c1[N+](=O)[O-]
→ 28.5%	-16.1%	80.7%[activator]	-4.0%	2.7%	i	-4.0%	-0.2%	?
CCCN1CCN(C(=O)c2cc(COc3ccc(F)cc3F)on2)CC1
→ .	-30.0%[inhibitor]	?	-1.2%	-11.9%	i	-6.3%	3.2%	2.8%
COc1cc(CCC(=O)OCC(=O)Nc2nc(C)c(Cl)cc2Cl)cc(OC)c1OC
→ 7.8%	-3.1%[57.5 µM]	-5.4%	2.0%	20.1%	i	3.7%	3.6%	-0.8%
CCC(CC)C(=O)NCCc1ccc(F)cc1
→ -5.6%	-3.8%[57.5 µM]	-3.6%	0.1%	13.8%	i	4.0%	-6.4%	-14.8%
COc1ccc(NC(=O)c2ccc3[nH]c(C)c(C)c3c2)c(OC)c1
→ 41.3%	-30.2%[inhibitor]	-18.2%	1.2%	-17.6%	i	0.1%	-2.4%	-9.1%
CCCCNC(=O)NCc1cnn(C)c1C
→ -8.1%	i	5.8%	2.1%	-8.7%	i	15.3%	2.9%	-7.7%
CC(C)(C)C1CCC2(CC1)NC(=S)N(c1ccccc1)N2 (configuration not stated)
→ 1.1%	-19.2%	?	-0.1%	-9.9%	i	9.2%	9.4%	5.1%
CCC1(c2ccccc2)NC(=O)N(CC(=O)N(c2ccccc2)C2CCS(=O)(=O)C2)C1=O (configuration not stated)
→ .	i	0.2%	-2.2%	-4.2%	i	5.3%	-3.7%	0.6%
CC1CN(c2cc(=O)n(-c3cccc(Br)c3)c(=O)[nH]2)CC(C)O1 (configuration not stated)
→ -16.2%	i	16.2%	0.2%	5.7%	i	15.2%	1.3%	1.3%
O=S(=O)(O)c1ccc2c(c1)C(C(Cl)(Cl)Cl)OC(C(Cl)(Cl)Cl)O2 (configuration not stated)
→ 17.7%	-0.6%	12.9%	.	-25.2%	i	-23.0%	-5.8%	1.1%
CC1(C(=O)Nc2ccc3c(c2)OCCO3)CCN1C(=O)CC1CCCC1 (configuration not stated)
→ 3.9%	i	-17.6%	.	-2.0%	i	?	2.7%	1.1%
CCCc1cc(=O)[nH]c(SCC(=O)Nc2ccc(OCc3ccccc3)cc2)n1
→ 2.1%	i	-15.9%	-0.7%	7.7%	i	14.8%	6.3%	3.3%
CC(C)[C@H](NC(=O)N1c2ccccc2NC(=O)[C@@H]1C(C)C)C(=O)N1CCC(C(=O)O)CC1
→ -2.3%	-5.4%	-1.3%	-7.1%	-1.0%	i	17.6%	1.7%	0.2%
C[C@H]1CN([C@@H](C)CO)C(=O)Cc2cc(NS(C)(=O)=O)ccc2O[C@@H]1CN(C)CC1CC1
→ -10.5%	i	0.4%	-0.5%	-19.7%	i	23.5%	-3.9%	-3.4%
CCc1ccccc1N(CC(=O)NC(C)(C)C)C(=O)CCC(=O)Nc1ccccn1
→ 11.3%	i	0.5%	-1.4%	-15.2%	i	-4.2%	-0.2%	-4.5%
NC(=O)c1ccsc1NC(=O)c1ccc(N2CCCC2=O)cc1
→ -3.1%	-41.1%	?	-0.3%	-22.6%	i	-5.6%	-1.8%	6.6%
COc1ccc(S(=O)(=O)N2CC=C(C(=O)Nc3ccc(NC(C)=O)cc3)CC2)cc1
→ 16.0%	i	8.1%	-2.6%	-5.3%	i	1.8%	-3.4%	-3.5%
CCOc1ccc(C(C)NC(=S)NC2CCCCC2)cc1 (configuration not stated)
→ -13.4%	-16.6%	?	-5.4%	?	i	7.5%	-12.3%	11.2µM*
S=C(c1ccc2c(c1)OCO2)N1CCCC1
→ -17.4%	i	5.0%	0.1%	-3.4%	i	-4.1%	-3.4%	9.1%
CC(=O)c1cnc2n(c1=O)CCS2
→ 4.6%	4.5%	-9.0%	?	-0.8%	i	-25.7%	-0.4%	0.7%
CC(C1CC2CCC1C2)n1c(COc2ccccc2F)nnc1SCC(N)=O (configuration not stated)
→ ?	-36.8%[inhibitor]	-12.8%	3.8%	18.9%	i	12.4%	-9.4%	-0.4%
OCCNc1nc(N2CCOCC2)nc(N2CCOCC2)n1
→ 5.2%	i	38.4%[activator]	-3.8%	0.2%	i	-8.5%[9.22 µM]	3.0%	1.4%
Cc1cccc(-c2nsc(SCC(=O)N3CCCC3)n2)c1
→ 24.5%	-22.1%[57.5 µM]	0.0%	-0.8%	-10.8%	i	?	-12.7%	-14.0%
COC(=O)c1ccccc1OCc1cccc(C)n1
→ -2.8%	-11.4%[57.5 µM]	4.2%	0.2%	4.2%	i	-4.9%	-3.6%	-3.1%
CCN(C(=O)CSc1nnc(-c2ccc(OC)cc2)n1N)c1c(N)n(Cc2ccccc2)c(=O)[nH]c1=O
→ 0.8%	1.2%	12.5%	.	-4.5%	i	12.1%	5.5%	-12.5%
Cc1cc(C)n(CC(O)COc2ccccc2[N+](=O)[O-])n1 (configuration not stated)
→ .	i	-1.5%	2.4%	2.0%	i	23.8%	3.7%	-17.2%
CC1CCCCN1CCCNC(=O)Cn1ncc2c3ccccc3n(Cc3ccccc3)c2c1=O (configuration not stated)
→ -15.6%	i	7.2%	.	-2.8%	.	18.2%	.	-7.7%

Additional results follow.
Values in the order – FUS suppressor	PTHR1 agonist	GLP1R inv ag	MmCpn inh	Abeta rescue	Akt phos inh	TDP43 rescue	aSyn rescue	GLP1R cytotox
O=C(NCc1ccccc1)C(C1CC1)n1c(=O)c(-c2cc3ccccc3[nH]2)nc2ccccc21 (configuration not stated)
→ ?	-17.5%	?	.	7.6%	i	?	?	.
CCOC(=O)N1CCC(NC(=O)c2ccc3c(c2)N(Cc2ccc(Cl)cc2)C(=O)c2ccccc2S3=O)CC1 (configuration not stated)
→ 20.9%	-5.0%	-16.2%	.	-3.4%	.	11.4%	.	-0.2%
CCn1c(CNc2ccc(F)cc2)nnc1SCC(=O)OC1CCCCC1
→ 13.2%	i	-15.2%	-0.2%	-2.4%	i	-1.2%	?	?
COc1cccc(NC(=S)NCc2ccncc2)c1
→ -5.3%	-33.8%[inhibitor]	0.4%	0.3%	-9.2%	i	-1.2%	-4.8%	8.2%
COc1ccc(OCC(=O)N/N=C/c2cccc3cccnc23)cc1
→ 4.4%	i	?	.	-1.2%	i	9.6%	?	-0.3%
Cc1ccc(C)c(N(C(=O)c2csnn2)C(C(=O)NC2CCCC2)c2cccnc2)c1 (configuration not stated)
→ -1.5%	i	-4.7%	-1.4%	-1.7%	i	-14.2%	-2.1%	-1.6%
OCc1nn2c(c1Br)NC(c1ccccc1)CC2C(F)(F)F (configuration not stated)
→ -3.6%	i	-23.5%	-1.2%	12.7%	i	-5.6%	4.6%	-11.3%
O=C(N/N=C/c1ccc(Br)o1)c1cncc(Br)c1
→ -16.7%	-24.0%	5.8%	1.2%	2.1%	i	16.5%	2.4%	0.8%
O=C(Nc1ccc(S(=O)(=O)N2CCOCC2)cc1)c1ccc2c(c1)OCO2
→ 5.2%	-17.0%	-3.0%	0.8%	3.4%	i	-13.2%	-5.3%	0.5%

In another format: two of the compounds above
COc1ccc(NC(=O)c2ccc3[nH]c(C)c(C)c3c2)c(OC)c1
  FUS suppressor = 41.3%
  PTHR1 agonist = -30.2%[inhibitor]
  GLP1R inv ag = -18.2%
  MmCpn inh = 1.2%
  Abeta rescue = -17.6%
  Akt phos inh = i
  TDP43 rescue = 0.1%
  aSyn rescue = -2.4%
  GLP1R cytotox = -9.1%
CCCCNC(=O)NCc1cnn(C)c1C
  FUS suppressor = -8.1%
  PTHR1 agonist = i
  GLP1R inv ag = 5.8%
  MmCpn inh = 2.1%
  Abeta rescue = -8.7%
  Akt phos inh = i
  TDP43 rescue = 15.3%
  aSyn rescue = 2.9%
  GLP1R cytotox = -7.7%

Of the compounds above, 5 contain fluorine:
Values in the order – FUS suppressor	PTHR1 agonist	GLP1R inv ag	MmCpn inh	Abeta rescue	Akt phos inh	TDP43 rescue	aSyn rescue	GLP1R cytotox
CCCN1CCN(C(=O)c2cc(COc3ccc(F)cc3F)on2)CC1
→ .	-30.0%[inhibitor]	?	-1.2%	-11.9%	i	-6.3%	3.2%	2.8%
CCC(CC)C(=O)NCCc1ccc(F)cc1
→ -5.6%	-3.8%[57.5 µM]	-3.6%	0.1%	13.8%	i	4.0%	-6.4%	-14.8%
CC(C1CC2CCC1C2)n1c(COc2ccccc2F)nnc1SCC(N)=O (configuration not stated)
→ ?	-36.8%[inhibitor]	-12.8%	3.8%	18.9%	i	12.4%	-9.4%	-0.4%
CCn1c(CNc2ccc(F)cc2)nnc1SCC(=O)OC1CCCCC1
→ 13.2%	i	-15.2%	-0.2%	-2.4%	i	-1.2%	?	?
OCc1nn2c(c1Br)NC(c1ccccc1)CC2C(F)(F)F (configuration not stated)
→ -3.6%	i	-23.5%	-1.2%	12.7%	i	-5.6%	4.6%	-11.3%
